TIM10 inh = growth inhibitors of isogenic TIM10 control yeast, primary screen, counter-screen for tim10-1 yeast inhibitor project, luminescence, uHTS; S. cerevisiae TIM10 strain growth, BacTiter-Glo luminescence, 24 h; inhibition, % at 10 µM; hit rate 1.4% among 330,000;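 active means inhibition of 40% or more at the single tested concentration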;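 further: wild-type TIM10 isogenic control strain grown at permissive 25 °C; 0% = DMSO yeast wells and 100% = minimal medium wells without yeast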
mIAP inh = inhibitors of mouse IAP, primary screen, biochemical, luminescence, uHTS | hit rate 0.2% among 330,000 | AID 2806, 2010 | inhibition, % at 10 µM | purified mouse IAP, CDP-Star luminescence, 30 min;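 active means inhibition of at least 40% at 10 µM in the primary screen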;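 further: plate controls were DMSO with enzyme for no effect and no enzyme wells for full effect; values of inactives mirror those of a sister screen read the other way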
hIAP inh = human IAP inhibitors, primary screen, biochemical, luminescence, uHTS; AID 2544, 2010; inhibition, % at 10 µM; purified IAP, CDP-Star luminescence, 30 min; hit rate 0.12% among 330,000;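 active means inhibition reaching a set limit with compound at 10 µM in the primary screen, cut at about 35% in these data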;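 further: plate controls were DMSO wells with enzyme for no effect and no-enzyme buffer wells for full effect; values of inactives mirror those of a sister screen read the other way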
Target sequence (P09923 whole entry, looked up): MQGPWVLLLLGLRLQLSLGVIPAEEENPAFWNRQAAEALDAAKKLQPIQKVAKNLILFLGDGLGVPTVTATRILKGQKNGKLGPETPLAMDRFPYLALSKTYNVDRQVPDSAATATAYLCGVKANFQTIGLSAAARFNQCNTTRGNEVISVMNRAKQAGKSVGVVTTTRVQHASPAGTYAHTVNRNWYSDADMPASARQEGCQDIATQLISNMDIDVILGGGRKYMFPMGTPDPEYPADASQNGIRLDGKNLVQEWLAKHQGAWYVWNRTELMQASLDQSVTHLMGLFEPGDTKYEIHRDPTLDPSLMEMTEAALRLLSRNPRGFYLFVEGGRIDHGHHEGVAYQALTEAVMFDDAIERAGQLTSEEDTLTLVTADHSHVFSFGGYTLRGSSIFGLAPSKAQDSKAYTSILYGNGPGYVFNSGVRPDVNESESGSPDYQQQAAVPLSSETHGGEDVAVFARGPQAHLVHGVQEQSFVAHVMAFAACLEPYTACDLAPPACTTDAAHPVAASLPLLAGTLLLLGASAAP
tim10-1 inh = growth inhibitors of tim10-1 mutant yeast, primary screen, luminescence, uHTS; S. cerevisiae tim10-1 ts strain growth, BacTiter-Glo, 24 h; inhibition, % at 20 µM; hit rate 2.2% among 330,000;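 active means inhibition of at least 40%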;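 further: mutant grown at 25 °C; 0% = DMSO wells with yeast and 100% = wells holding no yeast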
NALP3 yeast inh = NALP3 inflammasome inhibitors in reconstituted yeast, primary screen, luminescence, uHTS; Yeast reconstituted NLRP3/ASC/caspase-1, beta-gal luminescence, 24 h; inhibition, % at 10 µM; hit rate 0.39% among 330,000; AID 2825, 2010;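 active means inhibition of 50% or more; inactive means inhibition below 50%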;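 further: plate controls were induced DMSO wells for no effect and uninduced yeast grown without galactose for full effect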
hIAP act = human IAP activators, primary screen, biochemical, luminescence, uHTS | purified human IAP, CDP-Star luminescence, 30 min; hits give high values; 1 = vehicle-only enzyme, 0 = enzyme-free background | activation factor at 10 µM | Intestinal-type alkaline phosphatase (Homo sapiens), P09923 | hit rate 0.16% among 330,000;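 active means activation factor of the enzyme at least 2-fold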; further: the source names both 10 and 20 µM as test concentration; values of inactives mirror those of a sister screen read the other way
mIAP activ = activators of mouse IAP, primary screen, biochemical, luminescence, uHTS | intestinal alkaline phosphatase [Mus musculus] | hit rate 0.24% among 330,000 | activation factor at 10 µM | muIAP, CDP-Star luminescence, 30 min; hits give high values; 1 = vehicle-only enzyme signal, 0 = enzyme-free wells | AID 2805, 2010;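 active means activation factor of at least 2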; further: the source names both 10 and 20 µM as test concentration; values of inactives mirror those of a sister screen read the other way
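Assay system: mouse IAP enzyme; Reagent: CDP-Star chemiluminescent phosphatase substrate; Compound: DMSO-dissolved test compounds; Incubation: 30 min, room temperature; Technique: luminescence from enzymatic CDP-Star hydrolysis; Controls: DMSO-only wells and no-enzyme negative control.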
Apaf-1 inh = inhibitors of human Apaf-1 apoptosome, primary screen, biochemical, DEVD-Rh110 fluorescence, uHTS; Apoptotic protease-activating factor 1 (Homo sapiens), O14727; reconstituted apoptosome caspase-3 activity; inhibition, % at 20 µM; hit rate 0.71% among 330,000; AID 489030, 2010; active means inhibition of at least 40% at 20 µM;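 further: plate controls were DMSO wells for no effect and DEVD-CHO caspase inhibitor wells for full effect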
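System: Apoptosome proteins | Medium: Hepes pH 7.5 with detergent and BSA | Also added: Cytochrome c trigger plus (Z-DEVD)2-Rh110 caspase-3 substrate | Incubation: 30 min compound preincubation, 50 min activation, room temperature | Detection: Rhodamine 110 fluorescence at Ex 480/Em 540 nm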
ATG4B inh = ATG4B protease inhibitors, primary screen, biochemical, fluorescence, uHTS; Cysteine protease ATG4B (Homo sapiens), Q9Y4P1; ATG4B cleavage of LC3-PLA2, NBD-HPC fluorescence, 1 h; inhibition, % at 8.33 µM; hit rate 0.51% among 340,000; AID 504462, 2011; in the data active means inhibition above about 40%
Target sequence (Q9Y4P1 whole entry, looked up): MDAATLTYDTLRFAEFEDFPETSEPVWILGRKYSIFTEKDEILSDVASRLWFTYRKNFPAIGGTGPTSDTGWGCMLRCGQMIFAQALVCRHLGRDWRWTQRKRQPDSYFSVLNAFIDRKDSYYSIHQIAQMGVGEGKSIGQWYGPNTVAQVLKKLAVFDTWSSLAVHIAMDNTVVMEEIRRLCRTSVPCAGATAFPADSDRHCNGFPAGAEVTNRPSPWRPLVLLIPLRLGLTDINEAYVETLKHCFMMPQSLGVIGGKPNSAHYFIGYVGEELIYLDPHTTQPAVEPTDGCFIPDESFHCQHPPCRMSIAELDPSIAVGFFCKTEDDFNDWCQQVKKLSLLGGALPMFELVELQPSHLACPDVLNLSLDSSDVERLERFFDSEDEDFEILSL
The depositor's hits bear a star; x = no result given; & = joins results of further samples.

SMILES	TIM10 inh	mIAP inh	hIAP inh	tim10-1 inh	NALP3 yeast inh	hIAP act	mIAP activ	Apaf-1 inh	ATG4B inh
NS(=O)(=O)c1cccc(NC(=O)COC(=O)Cn2cnc3ccccc32)c1	-15	4	12	0	-8	0.89	0.96	-18	4
COc1ccc(NC(=O)c2ccco2)cc1N	3	3	-2	5	16	1	0.97	5	1
O=C(CCN1c2ccccc2Sc2ccccc21)Oc1ccccc1	15	7	-5	12	15	1	0.93	10	14
COc1ccc(-c2cc(C(=O)N/N=C(\C)c3cccnc3)c3cc(C)ccc3n2)cc1OC	13	9	-10	4	6	1.1	0.91	7	-6
CCOC(=O)c1sc(N/N=C/c2cccc(C)c2)nc1C	26	1	-20	31	13	1.2	0.99	27	-14
Cc1cc(C)cc(-n2c(SC(C)C(=O)NCc3ccc4c(c3)OCO4)nc3ccccc3c2=O)c1 (centres undefined)	3	-12	5	24	-20	0.95	1.1	25	28
CC(=O)Nc1ccc(Nc2nc3ccccc3nc2NS(=O)(=O)c2ccccc2)cc1	1	7	-2	20	0	1	0.93	-17	-6
COC(=O)c1cn(-c2ccccc2)nc1-c1ccc(OC)cc1	17	3	-9	16	27	1.1	0.97	-5	-4
Cc1cc(C)cc(NC(=O)C(OC(=O)c2ccc(NC(=O)CC#N)cc2)c2ccccc2)c1 (centres undefined)	8	-8	-5	6	6	1.1	1.1	24	12
COc1ccc(CN2CCNC(=O)C2CC(=O)NC2CCCCC2)c(OC)c1 (centres undefined)	12	-7	-16	6	14	1.2	1.1	12	-4
CCc1sc(C(=O)NC2CCN(C)CC2)cc1Br	-13	8	8	10	-11	0.92	0.92	-19	6
COC(=O)CCC(=O)N(CCN(C(=O)CCC(=O)OC)c1ccccc1)c1ccccc1	1	6	-19	10	11	1.2	0.94	-2	-2
O=C(CSc1nnc2ccccn12)NNC(=O)c1cccc([N+](=O)[O-])c1	-2	16	2	-15	15	0.98	0.84	-2	-4
COc1ccc(N(C(=O)c2snc(C(N)=O)c2N)C(C(=O)NCC2CCCO2)c2ccc3ncccc3c2)cc1OC (centres undefined)	7	6	-10	12	20	1.1	0.94	-1	-1
O=C(NCc1cc(C(F)(F)F)ccc1F)C1CCC(=O)N(C2CC2)C1 (centres undefined)	-4	1	-14	-16	15	1.1	0.99	-14	-1
CC(/C=N/NC(=O)c1nnn(-c2nonc2N)c1CN(C)C)=C\c1ccco1	3	11	10	-3	16	0.9	0.89	-9	4
COc1ccccc1Nc1nc(-c2sc(NC(=O)c3cccc(Cl)c3)nc2C)cs1	-8	19	7	-1	22	0.93	0.81	9	x
Cc1c(O)cccc1C(=O)N[C@@H](CSc1ccccc1)[C@H](O)CN1C[C@H]2CCCC[C@H]2C[C@H]1C(=O)NC(C)(C)C	5	-27	-8	22	11	1.2	1.3	28	-15&-15
CCCN(CC(=O)Nc1ccccc1OC)C(=O)c1ccc(=O)[nH]c1	0	7	10	-5	27	0.9	0.93	-2	0
O=C(O)Cc1sc(Nc2cccc3ccccc23)nc1-c1ccccc1	23	6	-19	35	16	1.2	0.94	24	6
Cc1oc(-c2ccccc2F)nc1CS(=O)(=O)CC(=O)NCc1ccco1	-11	4	9	13	10	0.91	0.96	2	-8
Cn1cccc1/C=C1\Cc2ccccc2C1=O	14	10	20	-21	54*	0.8	0.9	-18	14
CCC(=O)c1ccc(OCC(O)CNCCc2ccc(Cl)cc2)cc1 (centres undefined)	8	6	-9	31	24	1.1	0.94	14	1
O=C1CN(C(=O)COC(=O)CCNS(=O)(=O)c2ccc(Cl)cc2)c2ccccc2N1	5	-17	-9	28	3	1.1	1.2	4	-9
CCCCc1c(C)nc(N2CCCC2)[nH]c1=O	16	7	3	2	11	0.97	0.93	-14	0
COc1ccccc1NC(=O)CN1CCC(c2nc3ccc(C)cc3[nH]2)CC1	13	-27	-19	9	19	1.2	1.3	3	-5
Cc1ccnc(SCCn2c(N3CCN(Cc4ccccc4)CC3)nc3c2c(=O)[nH]c(=O)n3C)n1	0	-5	-10	0	-2	1.1	1.1	1	-24
CCCN(CC(=O)Nc1ccc(F)c(F)c1F)C(=O)Cc1ccc(S(=O)(=O)N2CCOCC2)s1	8	-4	6	10	-7	0.94	1	12	-13
COc1ccc(/C=C2\SC(=S)N(CC(=O)N(C)C3CCS(=O)(=O)C3)C2=O)cc1 (centres undefined)	1	10	3	0	9	0.97	0.9	20	-1
O=C(NNC(=O)c1cc(-c2ccc(Cl)cc2)nc2ccccc12)c1csc(N2CCOCC2)n1	6	2	-90	15	6	1.9	0.98	21	-15
O=C(CCN=C1NS(=O)(=O)c2ccccc21)OCC(=O)c1ccc(F)cc1	-11	-2	-5	-14	4	1.1	1	-2	-3
CC1CCN(C(=O)C2CCC(CNc3c(N4CCCCC4)c(=O)c3=O)CC2)CC1 (centres undefined)	8	-8	1	4	8	0.99	1.1	-10	-7
CCCS(=O)(=O)N1CCCC(C(=O)NCc2ccc3c(c2)OCO3)C1 (centres undefined)	-19	-9	-15	20	10	1.1	1.1	18	-3
Cc1ccc(C(=O)Cn2cnc3ccccc3c2=O)cc1C	53*	1	4	-6	63*	0.96	0.99	17	35
CC(c1ccccc1F)n1cc(C(=O)NCCc2ccco2)nn1 (centres undefined)	16	0	0	8	8	1	1	13	-14
COCCCNC(=S)NC1CCCCC1	1	4	1	4	2	0.99	0.96	-1	-4
COC(=O)CNC(=O)c1c(-c2ccccc2Cl)noc1C	-11	-12	-26	-8	16	1.3	1.1	-6	0
COc1ccccc1OCCCOc1ccc(C)cc1Br	5	-16	-7	7	-3	1.1	1.2	13	-2
Cn1c(-c2ccccc2)cnc1NCc1cccc([N+](=O)[O-])c1	-1	6	10	3	8	0.9	0.94	-19	16
CCn1c(-c2cccc(S(=O)(=O)N3CCCC3)c2)n[nH]c1=S	-7	5	5	-1	19	0.95	0.95	-11	-5
O=C(CCc1nc2ccccc2c(=O)[nH]1)NCCN1C(=O)S/C(=C\c2ccc(Cl)cc2Cl)C1=O	6	5	1	23	6	0.99	0.95	27	7
CCOC(=O)c1ccc2nc(C(F)(F)F)[nH]c(=O)c2c1	-15	-4	-1	-19	-13	1	1	7	2
Cn1c(=O)[nH]c(=O)c2c1nc(NCCCO)n2CCCc1ccccc1	14	-6	-14	15	5	1.1	1.1	-18	-10
Cc1c(CN(C)Cc2cn(C)nc2-c2ccccc2F)[nH]c2ccccc12	4	-12	-7	16	24	1.1	1.1	-9	4
O=C(COc1cccc(NC(=O)c2cccc([N+](=O)[O-])c2)c1)c1ccc(Br)cc1	42*	10	8	29	15	0.92	0.9	10	0
Cc1ccc(C2c3c(oc4ccc(Cl)cc4c3=O)C(=O)N2CCCN2CCOCC2)o1 (centres undefined)	7	-7	-12	1	4	1.1	1.1	17	x
OCCNc1nc2ccccc2n1CCN1CCCCC1	-5	-2	13	6	-1	0.87	1	-18	0
Cc1ccc(-n2nc(-c3ccc(N)cc3)cc2N)cc1	-5	-7	10	-11	11	0.9	1.1	8	-4
O=C(Nc1ccc(NC(=O)C2CC2)cc1)c1ccco1	22	2	12	-10	18	0.88	0.98	-8	2
Cc1cccc(/C=C2\Sc3ccc(C(=O)N4CCOCC4)cc3N(C)C2=O)c1	-2	3	12	17	20	0.88	0.97	17	-4
Cc1[nH]c2ccccc2c1C(=O)C(=O)N1CCN(c2ccccc2Cl)CC1	9	-5	-16	22	-1	1.2	1	14	20
CC(=O)c1ccccc1NC(=O)c1ccc(OCc2c(C)noc2C)cc1	7	8	-10	11	11	1.1	0.92	15	4
O=c1cc(-c2ccc(O)c(O)c2)oc2c1ccc1ccccc12	14	18	16	15	28	0.84	0.82	22	-41
O=C1OCCN1C(=O)[C@H]1[C@H](c2ccc(F)cc2)C(c2cccc(Cl)c2)=NN1c1ccc(Br)cc1	17	-2	x	24	x	x	1	7	x
COc1ccccc1NC(=O)c1cc(Cl)nc2ccccc12	30	-1	10	26	7	0.9	1	-14	-1
Cc1cc(N2C(=O)C(=O)/C(=C(/O)c3ccc(F)cc3)C2c2cccc(Br)c2)no1 (centres undefined)	-19	0	7	-6	-8	0.93	1	10	-1
CSc1ccc(/C=C/C(=O)OCC(=O)N2CCc3ccccc32)cc1	-5	-2	-14	-2	18	1.1	1	-5	2
CC(C)c1onc(C(=O)NCc2ccccn2)c1[N+](=O)[O-]	2	-2	4	2	14	0.96	1	0	4
COc1ccc(C(=O)NC2CCCCCC2)cc1S(=O)(=O)Nc1ccc(Br)cc1	-5	7	-7	-9	21	1.1	0.93	0	-7
O=C(NC1CCN(C(=S)Nc2ccc(F)cc2)CC1)c1ccco1	-5	5	-16	15	9	1.2	0.95	7	-1

Pulled by structure from the list above:
SMILES	TIM10 inh	mIAP inh	hIAP inh	tim10-1 inh	NALP3 yeast inh	hIAP act	mIAP activ	Apaf-1 inh	ATG4B inh
COc1ccccc1NC(=O)c1cc(Cl)nc2ccccc12	30	-1	10	26	7	0.9	1	-14	-1
Cc1c(CN(C)Cc2cn(C)nc2-c2ccccc2F)[nH]c2ccccc12	4	-12	-7	16	24	1.1	1.1	-9	4
OCCNc1nc2ccccc2n1CCN1CCCCC1	-5	-2	13	6	-1	0.87	1	-18	0

Other records.
SMILES	TIM10 inh	mIAP inh	hIAP inh	tim10-1 inh	NALP3 yeast inh	hIAP act	mIAP activ	Apaf-1 inh	ATG4B inh
CC1Sc2ccc(S(=O)(=O)CCC(=O)Nc3ccc(C(C)C)cc3)cc2NC1=O (centres undefined)	7	10	-2	11	7	1	0.91	16	-5
O=C(COc1ccc(Cl)cc1)NCc1cn2cc(Cl)ccc2n1	-8	4	1	-2	3	0.99	0.95	-8	11
CCCCOC(=O)CCc1nc2ccccc2[nH]c1=O	8	16	12	23	8	0.88	0.84	2	-6
CC(C)N(Cc1ccccc1)C(=O)Cn1c(=O)cnc2ccccc21	3	7	-2	17	7	1	0.93	0	-11
COc1ccc(C(C[N+](=O)[O-])n2nc(C)cc2C)cc1 (centres undefined)	22	8	-21	43*	16	1.2	0.92	-1	-2
CC(C)N1CCN(Cc2ccoc2)CC1CCO (centres undefined)	13	4	0	0	-9	1	0.96	-6	8
CCNS(=O)(=O)c1ccc(NC(=S)N2CCc3ccccc32)cc1	-6	-1	-19	-2	33	1.2	1	11	-6
COc1ccc(NC(=O)COC(=O)C2CCCCC2)c([N+](=O)[O-])c1	2	3	19	-11	17	0.81	0.97	7	2
CC1(C)CC(=O)C2=C(C1)N(c1ccccc1)C(=O)CC2c1ccc(O)cc1 (centres undefined)	0	3	-15	15	-4	1.2	0.97	-4	-9
Cc1occc1C(=O)N/N=C/c1ccc(N(C)C)cc1	12	-4	-6	8	15	1.1	1	6	4
O=C(COc1ccc(C(=O)c2ccc(F)cc2)cc1)NCc1ccc(F)cc1	12	2	9	27	14	0.91	0.98	12	-6
Cc1cc(C)c2c3c(sc2n1)C(c1ccccc1)C(C#N)=C(N)O3 (centres undefined)	0	-1	-3	-1	14	1	1	21	-6

Screening results as filed in PubChem.
